# Tb MetRS inh = blocks T. brucei methionyl-tRNA synthetase activity; purified T. brucei MetRS, ATP depletion, Kinase-Glo luminescence; inhibition, % at 11.9 µM; hit rate 0.4% among 360,000; AID 624268;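 active = inhibition above a per-plate cutoff of the control wells' mean inhibition plus 3 SD, cut at about 5.5% in these data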;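 also: 0% = DMSO wells median and 100% = median of wells with control inhibitor compound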
#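 Material: parasite MetRS enzyme / Replication: singlicate, one well per compound / Signal: luminescence of leftover ATP / Schedule: 2 h aminoacylation at 25 °C after 15 min preincubation / Medium: HEPES-MgCl2-KCl buffer plus DTT, spermine, BSA, pyrophosphatase / Doses: 11.9 µM single point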
# PABP1 MLLE inh = blocks PAM2 peptide binding to the PABP1 MLLE domain; hit rate 0.36% among 360,000; P11940; inhibition, % at 20 µM; GST-MLLE / FITC-PAM2 fluorescence polarization; in the data active = inhibition above about 35%, passing the limit was not always enough;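 also: plate controls were DMSO wells with GST-MLLE for no effect and wells lacking GST-MLLE protein for full effect; some results filed as inactive read as strong as hits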
# CSN inh = inhibitors of human CSN-mediated cullin deneddylation | Q92905 | Purified CSN, SCF-Nedd8-OG deneddylation, fluorescence polarization | hit rate 0.38% among 360,000 | AID 651999 | inhibition, % at 12.5 µM;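 active = pattern-corrected inhibition above about 35%, with an unprinted fluorescence ratio check between 0.5 and 1.5, limit read from the data, passing the limit was not always enough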;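 also: 0% = enzyme with substrate and 100% = substrate without enzyme; some results filed as inactive read as strong as hits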
# Target sequence (Q92905 whole entry, looked up, one chain of several): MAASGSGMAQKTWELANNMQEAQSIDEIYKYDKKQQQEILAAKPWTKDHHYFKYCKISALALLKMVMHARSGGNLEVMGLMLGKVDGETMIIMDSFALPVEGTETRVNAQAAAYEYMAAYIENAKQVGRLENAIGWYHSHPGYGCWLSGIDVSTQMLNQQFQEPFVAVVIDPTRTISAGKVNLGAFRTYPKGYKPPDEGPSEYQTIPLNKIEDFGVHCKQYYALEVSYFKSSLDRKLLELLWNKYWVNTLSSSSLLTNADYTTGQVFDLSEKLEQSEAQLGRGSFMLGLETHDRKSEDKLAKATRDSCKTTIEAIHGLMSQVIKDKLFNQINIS
#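 assay system = purified human Csn5 enzyme expressed in HEK293T cells | amount = 0.24 nM enzyme | buffer or medium = Tris/NaCl/DTT buffer, pH 7.5 | reagent = 10 nM SCFSkp2-Nedd8OG | compound = one concentration, 12.5 µM, 0.25% DMSO | times = 90 min reaction at room temperature | signal = FP | read-out basis = % inhibition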
# E coli Lon inh = inhibitors of E. coli Lon protease | hit rate 0.42% among 360,000 | AID 602123 | purified E. coli Lon protease, fluorescence polarization | inhibition, % at 7.94 µM; in the data active = inhibition above about 13%, passing the limit was not always enough;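 also: 0% = enzyme with probe and DMSO and 100% = no enzyme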
# MsrA act = activates bovine MsrA enzyme | activation, % at 10.6 µM | hit rate 0.3% among 360,000 | AID 602163 | purified bovine MsrA, absorbance read-out; in the data active = activation above about 7.5%;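 also: 0% = vehicle and 100% = reference activator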
# Rin1-Abl PPI inh = human Rin1-Abl interaction inhibition; P00519+Q13671; TR-FRET Rin1/Abl binding, biochemical; inhibition, % at 7.35 µM; hit rate 0.4% among 360,000; AID 588664; in the data active = inhibition above about 5%, passing the limit was not always enough
# MsrA inhibitor = inhibitors of bovine MsrA; inhibition, % at 15.5 µM; purified bovine MsrA, absorbance read-out; hit rate 0.75% among 360,000; in the data active = inhibition above about 4.5%;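 also: 0% = vehicle wells with enzyme and 100% = reference inhibitor wells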
# Neddyl block = blocks human cullin neddylation; P61081+Q13564; TR-FRET cullin neddylation, biochemical; calls only at 25 µM; hit rate 0.58% among 360,000; in the data active = inhibition above about 36%
# Target sequence (P61081 whole entry, looked up): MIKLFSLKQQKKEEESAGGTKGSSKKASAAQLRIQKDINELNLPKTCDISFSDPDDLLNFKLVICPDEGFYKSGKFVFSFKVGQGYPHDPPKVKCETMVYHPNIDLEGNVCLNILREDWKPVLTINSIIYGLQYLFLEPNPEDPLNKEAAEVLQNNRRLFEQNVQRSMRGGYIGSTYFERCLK
# Target sequence (Q13564 whole entry, looked up): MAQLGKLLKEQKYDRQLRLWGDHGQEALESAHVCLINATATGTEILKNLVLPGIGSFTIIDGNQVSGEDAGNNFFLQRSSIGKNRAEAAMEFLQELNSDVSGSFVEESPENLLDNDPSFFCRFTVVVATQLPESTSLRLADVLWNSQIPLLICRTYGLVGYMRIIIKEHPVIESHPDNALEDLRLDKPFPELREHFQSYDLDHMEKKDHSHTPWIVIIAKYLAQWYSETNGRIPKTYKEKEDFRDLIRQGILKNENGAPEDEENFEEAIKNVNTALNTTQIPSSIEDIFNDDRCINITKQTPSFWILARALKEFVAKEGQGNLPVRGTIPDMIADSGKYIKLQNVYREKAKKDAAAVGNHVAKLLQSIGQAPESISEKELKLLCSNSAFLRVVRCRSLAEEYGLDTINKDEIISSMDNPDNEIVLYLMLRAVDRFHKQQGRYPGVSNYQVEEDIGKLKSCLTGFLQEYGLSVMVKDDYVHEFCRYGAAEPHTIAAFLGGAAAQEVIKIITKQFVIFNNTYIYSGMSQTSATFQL
# FAS TE block = blocks the thioesterase domain of human fatty acid synthase. recombinant FAS-TE, OMFH fluorogenic substrate, fluorescence endpoint. hit rate 0.67% among 360,000. inhibition, % at 15 µM. P49327;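 active = compounds whose normalised, plate-corrected inhibition of enzyme fluorescence in the single-dose primary screen is 50% or more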;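 also: 0% = DMSO with enzyme and 100% = substrate without enzyme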
# * = called active by the depositor; i = inactive; nt = no result given.
SMILES,Tb MetRS inh,PABP1 MLLE inh,CSN inh,E coli Lon inh,MsrA act,Rin1-Abl PPI inh,MsrA inhibitor,Neddyl block,FAS TE block
CCOC(=O)N1CCN(C(=O)CSCC(=O)Nc2nc(-c3ccc(Cl)s3)cs2)CC1,-0.1,25,-1,-1,-4,-5,0.9,i,2
O=C(NC1CCCCC1)C(c1ccncc1)N(C(=O)c1ccco1)c1ccc(F)cc1 (configuration not stated),-0.2,4,4,-4,-1,2,0.5,i,-7
CCc1ccc2nc(N3C(=O)C(O)=C(C(=O)c4ccco4)C3c3cccs3)sc2c1 (configuration not stated),-0.3,-12,11,-3,1,0,nt,i,12
CN1CCN(c2ccc(NC(=O)CSc3ccccc3)cc2F)CC1,0.2,2,4,1,2,1,0.2,i,-3
CC(C)(C)c1ccc(OCCC(=O)NNC(=O)c2ccncc2)cc1,-0.1,-2,-3,-24,-10,2,1.2,i,1
Cc1nc(C)c(C(=O)N2CCCC(C(=O)c3ccc(Cl)cc3C)C2)s1 (configuration not stated),0.6,13,4,1,-2,3,0.8,i,-5
Cc1cc(NCc2ccccn2)n2ncc(-c3ccccc3)c2n1,3.1,12,2,12,-2,1,2.7,nt,11
Cc1nc(-c2cccnc2)sc1C(=O)Nc1ccc(F)cc1F,-0.9,-4,-5,-8,2,-2,2.5,i,-7
Cc1nn(C)cc1/C=C/C(=O)c1ccc(O)cc1,-0.5,2,-3,-2,-7,-3,4.5,i,-10
O=C(NNC(=O)c1ccc(-n2cncn2)c([N+](=O)[O-])c1)c1cccc(Cl)c1,35*,-10,-4,-6,-3,-1,1.3,i,-2
O=C(Nc1ccc(Cl)cc1Cl)c1ccc(Br)o1,-1.3,-8,-5,-8,-3,3,1.2,i,6
C[C@H](c1ccccc1)N1C[C@H](COCc2ccccc2)Oc2cc(N3CC[C@@H](O)C3)ccc2S1(=O)=O,-1.2,nt,-5,-3,-14,nt,1.9,i,18
COc1ccc(N2CCN(C(=O)CN(C3CCCCC3)S(C)(=O)=O)CC2)cc1,-0.6,-14,-1,-3,-3,5,1.6,i,-2
COc1ccc2c(c1)c1nc3n(c(=O)c1n2CC(=O)Nc1ccccc1)CCS3,0.5,-5,2,-2,-5,0,-0.6,i,-6
COc1cccc(C(=O)c2c[nH]c(C(=O)NCCCN3CCOCC3)c2)c1,-0.4,-11,3,-2,-2,-1,-0.5,i,-1
O=C(Cn1ncc2c(=O)oc3ccccc3c21)NCCC1=CCCCC1,0.8,-8,8,5,3,2,-0.1,i,26
CCN(CC)CCCN=Cc1c(O)n(-c2cccc(C)c2)c(=O)c2ccccc12,-0.5,6,5,9,-3,-3,0.5,i,-2
O=C(c1ccc(OC2CCN(Cc3cccc(F)c3)CC2)cc1)N1CCCCC1,-0.2,10,-8,7,-3,-1,-0.4,i,-3
COc1ccc(OCc2nnc(SC(C)C(=O)Nc3nccs3)n2-c2ccccc2)cc1 (configuration not stated),-0.4,-2,9,8,-1,2,-1.2,i,5
CCOCCc1c(O)nc(SCC)[nH]c1=O,-0.9,-4,0,0,-3,-1,-0.6,i,-7
O=C(CCCOc1ccc(Cl)cc1Cl)NNC(=O)C1CCC1,1.4,8,-2,6,-8,1,-0.1,i,-8
Cc1ccc(C(=O)O)cc1NC(=O)C1CCN(S(=O)(=O)c2ccc3c(c2)OCCO3)CC1,-0.1,6,4,6,-3,-1,-1.0,i,-5
Cc1ccc(/C(O)=C2\C(=O)C(=O)N(C)C2c2ccc(F)cc2)cc1 (configuration not stated),-1.1,-6,-5,-6,-3,-1,3.4,i,-2
Cc1ccc(NC(=O)Nc2c(C)[nH]c(=O)[nH]c2=O)cc1Cl,-0.5,-2,-7,3,-1,0,-0.1,i,-2
Cc1cccn2c(=O)c(C=O)c(N3CCN(C)CC3)nc12,0.9,12,-8,1,-4,2,0.9,i,-4
CC(=O)Nc1ccc(N2C(C(C)=O)=NN(c3ccc(Cl)cc3)C2c2sccc2C)cc1 (configuration not stated),0.4,-4,1,-4,-2,0,-0.1,i,10
Cc1ccc(S(=O)(=O)Nc2ccc(Nc3nccn4c(-c5ccc6ccccc6c5)cnc34)cc2)cc1,-0.3,-9,7,-20,-4,1,2.8,i,15
O=C(Nc1ccc(N2CCN(c3ccccc3)CC2)c(F)c1)C1CC1,-0.3,6,2,-7,-2,5,0.1,i,-2
CC1(C)C(N(O)C(=O)Nc2ccc(Cl)cc2)N(c2ccc(Cl)cc2)C(=O)N1CC(=O)NN (configuration not stated),0.3,-2,3,2,0,4,0.0,i,-158
Cc1ccc(-c2nc(SCC(=O)N(C)c3c(N)n(Cc4ccccc4)c(=O)[nH]c3=O)n[nH]2)cc1,0.3,-10,-6,-7,-4,0,-0.2,i,-4
CCn1cc(C(=O)C(F)(F)F)c2ccccc21,-0.8,8,0,-2,-4,-3,0.5,i,-5
CC[C@@H](C)[C@@H]1CN([C@@H](C)CN2CCC[C@H]2CN2C(N)=NC[C@H]2CC(C)C)C(=N)N1CCc1ccc(Cl)c(Cl)c1,-0.2,7,5,-9,0,4,-1.5,i,-28
Cc1ccc(-c2ccc(=O)n(CC(=O)NCc3ccc(F)cc3)n2)cc1,-0.1,2,-2,0,-1,-3,-1.4,i,7
CC(C)(C)[C@@H]1CCC(=O)N(CC[C@H](Sc2ccc(Br)cc2)c2ccccc2)CC1,0.3,8,4,2,2,1,0.2,i,30
CCCCN(C(=O)c1ccccc1OCc1ccc(F)cc1)c1c(N)n(CCC)c(=O)[nH]c1=O,0.1,-10,3,-9,-1,4,0.2,i,-3
Nc1nonc1-n1nnc(C(=O)N/N=C/c2cccc(F)c2)c1-c1ccc2c(c1)OCO2,-0.4,2,-2,-7,-3,1,1.5,i,8
O=C(OCC1CCCN2CCCCC12)c1ccc2c(c1)OCO2 (configuration not stated),-0.5,-2,2,-9,-9,0,1.3,i,-9
Oc1ccccc1C=NN=C1c2ccccc2-c2ccccc21,0.2,-8,-6,-3,-5,5,0.3,i,24
CC(C)Nc1nnc(SCC(=O)c2c[nH]c3ccccc23)s1,0.1,6,0,2,0,7,1.7,i,-7
O=C(CSc1ccc2nnc(CCNC(=O)c3ccc(F)cc3)n2n1)NCc1ccco1,-0.6,7,2,0,-8,2,1.1,i,-4

# Overlap with the part before: 3 entries; new compounds follow.
SMILES,Tb MetRS inh,PABP1 MLLE inh,CSN inh,E coli Lon inh,MsrA act,Rin1-Abl PPI inh,MsrA inhibitor,Neddyl block,FAS TE block
Oc1ccccc1C=NN=C1c2ccccc2-c2ccccc21,0.2,-8,-6,-3,-5,5,0.3,i,24
CC(C)Nc1nnc(SCC(=O)c2c[nH]c3ccccc23)s1,0.1,6,0,2,0,7,1.7,i,-7
O=C(CSc1ccc2nnc(CCNC(=O)c3ccc(F)cc3)n2n1)NCc1ccco1,-0.6,7,2,0,-8,2,1.1,i,-4
O=C(c1ccc(COc2ccc(F)cc2)o1)n1cc(Br)cn1,0.0,-5,4,-8,0,2,-0.1,i,2
CC(C)[C@H](NC(=O)OCc1ccccc1)C(=O)OCC(=O)N1CCCCC1,-0.4,11,0,-3,0,2,2.5,i,-5
COc1cc(NC(=O)c2cccc([N+](=O)[O-])c2)ccc1NC(=O)c1cc2ccccc2o1,-0.1,-13,1,3,-8,3,-1.5,i,-3
CCc1nnc(NC(=O)c2cccc(S(=O)(=O)N3CCCC3)c2)s1,0.1,-3,3,6,-3,2,-0.4,i,-5
O=C(CCN1C(=O)/C(=C\c2ccccc2)SC1=S)N1CCCCC1,-0.6,3,1,2,-2,-1,1.5,i,0
Nn1c(COc2ccc(Cl)cc2)n[nH]c1=S,-0.5,-26,-6,-3,-3,3,0.4,i,-11
Cc1ccc(-c2nnc(NC(=O)c3ccco3)o2)c(C)c1,0.0,4,-8,-3,1,1,0.4,i,-8
COc1ccc(-c2nnc(-c3cccnc3)o2)cc1OC,-0.8,-8,-6,-2,-1,-1,1.5,i,-6
C=CCOn1c(C)c(C(C)=O)c2c3no[n+]([O-])c3ccc21,-0.5,5,-3,-5,-1,-2,0.8,i,6
Cc1cccc(Cl)c1NC(=S)NCCc1ccccn1,0.2,22,-1,-1,1,4,-1.3,i,-2
COc1ccc(/C=C2\CCc3ccccc3C2=O)cc1CN1CCOCC1,0.0,3,10,2,-4,-5,0.3,i,5
CCOC(=O)NC(=O)CSc1nc(-c2ccc(C)c(C)c2)cn1-c1ccccc1,-0.8,-93,-2,-9,-4,-2,-0.6,i,28
O=C(c1ccc(Cl)cc1)C(Cn1cncn1)C(Sc1ccccc1)c1ccccc1 (configuration not stated),-0.8,20,0,-6,1,-3,-0.8,i,4
CCOC(=O)c1cc2occc2n1CC(=O)Nc1ccc(OC)cc1OC,-0.5,-16,4,-8,-3,0,0.0,i,0
O=C(Cc1ccc(-c2ccccc2)cc1)OCC(=O)N1CCCC1=O,1.2,-5,10,-1,-8,3,0.5,i,3
COc1cc(-c2nc(CN3CCN(c4ncccn4)CC3)c(C)o2)ccc1F,-1.2,-9,2,1,-1,1,-0.4,i,-1
Cc1cc(C)c(C2=CC(=O)C[C@H](c3ccc4c(c3)OCO4)C2)c(C)c1,-0.3,-1,-4,2,0,5,-0.5,i,32
Cc1ccccc1N1CCN(CCCN2C(=O)CC(=C(c3ccccc3)c3ccccc3)C2=O)CC1,-1.4,-3,6,4,-1,-1,-0.1,i,12
CCOC(=O)C1CCN(C(=O)c2ccccc2Oc2ccccc2)CC1,-0.5,8,5,-10,-7,0,-0.1,i,-2
CCOC(=O)[C@]12CCCC=C1N(CCC1=CCCCC1)C(=O)[C@H](CC(=O)N1CCN(C(=O)C3CC3)CC1)C2,0.1,nt,-2,nt,nt,nt,0.9,i,nt
NC(CO)c1csc(NC(=O)Nc2cccc(Cl)c2)n1 (configuration not stated),-0.3,2,-5,4,-2,-2,0.5,i,-10
CC(=O)NCCC(=O)Nc1nc(C)c(Cc2ccc3c(c2)OCO3)s1,-0.7,0,3,2,-5,6,-0.4,i,-7
CCCn1ncc(CN2CCC(n3nccc3NC(=O)c3ccccc3Cl)CC2)c1C,-0.2,-15,0,4,-10,-2,1.7,i,-2
Cc1cc(C)n2c(NC3CCCCC3)c(-c3ccc(F)cc3)nc2n1,-0.1,nt,10,-7,-2,nt,-0.2,nt,6
O=C(COC(=O)c1c[nH]c(=O)[nH]c1=O)NCc1ccccc1,-0.6,-10,1,-7,0,0,1.3,i,-7
CCOC(=O)c1cnn(-c2nc(OC)cc(OC)n2)c1C(F)(F)F,-1.0,11,0,-10,-3,4,-0.8,i,0
CCOCCCNC(=O)CN1C(=O)/C(=C/c2ccccc2C)Sc2ccccc21,-0.5,6,1,4,-3,-3,-0.6,i,-1
CCCCn1c(-c2nonc2NC(=O)c2ccccc2Cl)nc2ccccc21,0.0,-11,2,-76,-4,-1,1.9,i,24
CC(=O)Nc1ccc(S(=O)(=O)Nc2ccc(N3CCOCC3)cc2)cc1,0.0,-9,-7,-1,0,-2,-0.3,i,-1
CCN(CC)CCNC(=O)c1ccc(NC(=O)c2cn(-c3ccc(F)cc3)nc2-c2cccc(OC)c2)cc1,0.1,-13,0,-5,0,2,-1.3,i,-1
COc1cc2nc(SCC(=O)NCCc3ccccc3)n(Cc3ccco3)c(=O)c2cc1OC,-0.1,27,2,-9,-3,0,-0.7,i,0
O=C(CN1C(=O)C2C3C=CC(C3)C2C1=O)OCC(=O)c1ccc(Cl)cc1 (configuration not stated),-0.1,4,-2,-8,-3,0,-0.8,i,-5

# High-throughput results deposited in PubChem BioAssay by several laboratories.
